TWEAK Fn14 block: TWEAK-Fn14 signaling inhibition; inhibition, % at 10 µM; TWEAK-stimulated Fn14 reporter cells, luciferase luminescence, 8 h; hit rate 2% among 360,000; in the data active = inhibition above about 50%
COUP-TFII inh: inhibitors of human COUP-TFII (NR2F2); inhibition, % at 8.6 µM; P24468; hit rate 0.7% among 370,000; AID 686940; HEK293T NGFI-A luciferase reporter, luminescence;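 active = inhibition above a per-plate cutoff, mean inhibition of test wells between control levels plus 3 SD, cut at about 38% in these data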;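 also: cells cotransfected with COUP-TFII expression vector driving the NGFI-A reporter; 0% = median of COUP-TF2 test wells and 100% = reporter-only cells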
Target sequence (P24468 whole entry, looked up): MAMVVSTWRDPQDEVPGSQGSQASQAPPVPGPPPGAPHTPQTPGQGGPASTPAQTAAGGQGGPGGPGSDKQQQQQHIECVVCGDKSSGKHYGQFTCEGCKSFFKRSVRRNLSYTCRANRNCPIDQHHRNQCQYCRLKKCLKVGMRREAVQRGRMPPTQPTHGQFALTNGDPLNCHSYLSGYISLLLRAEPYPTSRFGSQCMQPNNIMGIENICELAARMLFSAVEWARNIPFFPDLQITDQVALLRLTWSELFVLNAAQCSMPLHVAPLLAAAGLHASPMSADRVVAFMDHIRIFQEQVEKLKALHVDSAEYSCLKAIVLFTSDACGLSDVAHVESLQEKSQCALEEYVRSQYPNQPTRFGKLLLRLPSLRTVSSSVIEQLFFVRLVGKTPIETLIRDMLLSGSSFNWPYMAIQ
SRC3 inh: human NCOA3 inhibition. HEK293 GAL4-SRC3 luciferase reporter, luminescence. inhibition, % at 3.6 µM. hit rate 0.17% among 360,000. AID 588352;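 active = inhibition above a per-campaign cutoff, the mean of all compounds plus 3 SD, cut at about 60% in these data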;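 also: 0% = DMSO-treated cells and 100% = gossypol-treated cells at 36 µM; higher means less SRC3-driven luciferase light from the GAL4 reporter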
CF NFkB inh: blocks PAF-induced NF-kB reporter in cystic fibrosis cells | AID 588850 | hit rate 0.86% among 360,000 | inhibition, % at 5 µM | KKLEB NF-kB-GFP reporter, GFP fluorescence overnight;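 active = at least 50% inhibition at 5 µM, scaled per plate between neutral and stimulator controls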;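 also: PAF is a Pseudomonas aeruginosa culture filtrate used as stimulus; plate controls were PAF-stimulated DMSO wells for no effect and unstimulated DMSO wells for full effect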
SRC1 inh: inhibits human SRC1 coactivator | HEK293 GAL4-SRC1 luciferase reporter, luminescence | hit rate 0.12% among 360,000 | inhibition, % at 3.6 µM | AID 588354 | Q15788;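 active = inhibition above the campaign mean plus 3 SD, with each screening campaign given its own cutoff, cut at about 60% in these data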;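 also: 0% = DMSO treated cells and 100% = gossypol at 36 µM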
KKLEB cytotox: reduces viability of KKLEB cystic fibrosis airway cells | KKLEB CF airway cells viability, ATPlite luminescence, overnight; active compounds read low; cells stimulated with P. aeruginosa culture filtrate | hit rate 0.36% among 360,000 | activity change (cytotoxicity), % at 5 µM;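 active = corrected activity change at or below -50% at 5 µM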
TROY signal inh: blocks TROY-dependent signaling in reporter cells | Q293 LMP1-TROYcd NF-kB luciferase reporter, 4 h | inhibition, % at 10 µM | hit rate 0.98% among 360,000;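 active = compounds whose plate-normalised and pattern-corrected inhibition of the luciferase reporter signal at the single screening dose is 50% or more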
LRH-1 inv ag: suppresses constitutive activity of human LRH-1. inhibition, % at 3.6 µM. AID 602396. hit rate 0.13% among 360,000. HEK293T StAR-luciferase reporter, LRH-1 transfected, 24 h;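 active = inhibition above the mean inhibition of all tested compounds plus 3 SD, cut at about 73% in these data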;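 also: 0% = DMSO wells and 100% = reporter-only cells lacking LRH-1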
Target sequence (O00482 whole entry, looked up): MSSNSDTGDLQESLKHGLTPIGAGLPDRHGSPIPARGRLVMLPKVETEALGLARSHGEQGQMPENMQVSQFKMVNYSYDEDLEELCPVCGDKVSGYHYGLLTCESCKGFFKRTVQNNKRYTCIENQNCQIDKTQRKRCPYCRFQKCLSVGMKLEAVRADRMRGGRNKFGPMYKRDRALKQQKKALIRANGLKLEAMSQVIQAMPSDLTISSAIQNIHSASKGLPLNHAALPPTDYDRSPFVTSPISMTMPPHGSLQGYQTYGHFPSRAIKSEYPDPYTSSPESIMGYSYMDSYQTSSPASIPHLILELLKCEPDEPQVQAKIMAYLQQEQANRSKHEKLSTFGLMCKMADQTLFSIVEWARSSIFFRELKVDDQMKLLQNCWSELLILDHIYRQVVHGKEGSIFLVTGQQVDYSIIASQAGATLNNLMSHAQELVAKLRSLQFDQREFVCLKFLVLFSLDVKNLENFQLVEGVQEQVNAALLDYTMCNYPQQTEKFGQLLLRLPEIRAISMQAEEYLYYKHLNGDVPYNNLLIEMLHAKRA
LMP1 NFkB inh: inhibitors of Epstein-Barr LMP1-induced NF-kappaB reporter; inhibition, % at 12.5 µM; LMP1-induced NF-kappaB luciferase reporter cells, luminescence; hit rate 0.69% among 350,000; in the data active = inhibition above about 41%;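 also: 0% = neutral control wells and 100% = reference inhibitor control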
Shn3 inh set2: inhibitors of Schnurri-3 3'UTR reporter in osteoblasts | Clone20 osteoblast Shn3 3'UTR firefly luciferase, 24 h | inhibition, % at 12.5 µM | hit rate 0.52% among 360,000 | AID 588674;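 active = mean inhibition of at least 75% with every replicate also reaching 75%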;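 also: 0% = median of neutral control wells and 100% = pilot-screen positive control compound; some compounds past the cut are filed as inactive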
TRAIL sens C8: sensitizes caspase-8 expressing cells to TRAIL | NB7+C8 cells + TRAIL, ATPlite viability luminescence | inhibition (viability loss, TRAIL sensitization), % at 10 µM | hit rate 1% among 360,000;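 active = compounds causing at least 50% loss of cell viability in the single-dose screen, relative to plate controls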
Active calls of the source: *; . = no result given. These rows are one share of the data (hit frequency here may not be typical).

Every second line gives: TWEAK Fn14 block	COUP-TFII inh	SRC3 inh	CF NFkB inh	SRC1 inh	KKLEB cytotox	TROY signal inh	LRH-1 inv ag	LMP1 NFkB inh	Shn3 inh set2	TRAIL sens C8
1	CC(=O)Nc1ccc(/C=C/C(=O)c2ccc3c(c2)OCCO3)cc1
→ 30	15	7	-6	-6	-13	-7	-3	11	-23	1
2	CCC(CO)n1c(SCc2cc([N+](=O)[O-])cc3c2OCOC3)nc2ccccc2c1=O (stereo unspecified)
→ 6	-10	5	-3	5	10	21	12	7	-6	3
3	COc1ccc(CC(C)N2CCN(Cc3ccccc3)CC2)c(OC)c1 (stereo unspecified)
→ 1	13	15	-14	9	-1	17	0	8	9	11
4	CCN(CC)S(=O)(=O)c1ccc(N2CCOCC2)c(NC(=O)C(=O)c2c(-c3ccccc3)cc3ccccn23)c1
→ 34	7	9	-2	-11	4	-8	-11	-3	-11	-13
5	C/C(=N\N=C\c1ccccc1F)c1nnn(-c2nonc2N)c1C
→ -37	-20	-61	-21	-56	7	-79	-98	-35	-24	4
6	O=C(NCC1CCCO1)c1ccc(N2CCCCC2)c([N+](=O)[O-])c1 (stereo unspecified)
→ -20	-16	-27	7	-48	13	-40	-20	-9	-30	-5
7	Cc1cccc(-n2nc3c(c2NC(=O)CCC2CCCCC2)CS(=O)C3)c1C (stereo unspecified)
→ -2	11	0	7	14	-1	-9	35	-19	4	-5
8	O=C(NCc1cccnc1)c1ccc(COc2ccccc2Br)o1
→ -7	-9	8	13	-15	10	-20	-14	1	10	-5
9	COc1c(C)cccc1C(=O)NC(=S)Nc1cccc2nsnc12
→ -45	10	-8	1	-31	-12	-30	-32	9	-13	7
10	O=C(N/N=C/c1cc(Br)c(Br)o1)c1ccc2c(c1)OCCO2
→ -41	-16	-44	-12	-93	8	-11	-83	-20	-96	9
11	COc1cc(/C=C2/C(=N)N3N=C(CC(=O)N4CCOCC4)SC3=NC2=O)ccc1OCc1ccccc1
→ -17	-30	-50	-37	-50	-5	-60	-16	-1	-72	5
12	CNC(=S)NNC(=O)c1noc(C)c1C(=O)N1CCN(C(c2ccccc2)c2ccccc2)CC1
→ 9	9	15	3	-11	8	39	-3	-2	-19	2
13	Nc1ccc(Cl)c(S(=O)(=O)Nc2cccc(Cl)c2)c1
→ -10	27	8	2	-47	-20	16	20	-5	-3	-3
14	O=C(Nc1ccncc1)c1cc(C2CCCCN2C(=O)CCc2ccccc2)on1 (stereo unspecified)
→ 24	0	1	9	4	10	2	15	.	-43	2
15	COc1ccc(S(=O)(=O)Nc2ccc(Nc3ccccc3)cc2)cc1
→ 17	14	17	-3	-8	-13	-14	-9	.	12	18

Structural class, those above with bromine.
Every second line gives: TWEAK Fn14 block	COUP-TFII inh	SRC3 inh	CF NFkB inh	SRC1 inh	KKLEB cytotox	TROY signal inh	LRH-1 inv ag	LMP1 NFkB inh	Shn3 inh set2	TRAIL sens C8
8	O=C(NCc1cccnc1)c1ccc(COc2ccccc2Br)o1
→ -7	-9	8	13	-15	10	-20	-14	1	10	-5
10	O=C(N/N=C/c1cc(Br)c(Br)o1)c1ccc2c(c1)OCCO2
→ -41	-16	-44	-12	-93	8	-11	-83	-20	-96	9

New compounds follow:
Every second line gives: TWEAK Fn14 block	COUP-TFII inh	SRC3 inh	CF NFkB inh	SRC1 inh	KKLEB cytotox	TROY signal inh	LRH-1 inv ag	LMP1 NFkB inh	Shn3 inh set2	TRAIL sens C8
16	CC(OC(=O)c1ccc2c(=O)n3c(nc2c1)CCC3)C(=O)Nc1ccc(C(N)=O)cc1 (stereo unspecified)
→ 4	13	-15	5	-12	5	-13	12	-2	-3	-19
17	O=S(=O)(Cc1ccccc1)N1CCN(C/C=C/c2ccccc2)CC1
→ -8	9	4	6	-19	8	5	19	3	43	-19
18	CC1CCC(NC(=O)CC(NC(N)=O)c2ccccc2Cl)CC1 (stereo unspecified)
→ 20	-35	-9	12	-6	3	-14	-22	-20	-17	3
19	CCN1C(=O)[C@H]2[C@@H](c3ccc(-c4cccc(Cl)c4)c(OC)c3)N3CCC[C@@]3(C(=O)OC)[C@H]2C1=O
→ -29	2	-9	-13	-3	-2	-51	7	10	19	-5
20	CC1(C)NC(=O)N(CCOc2cccc(Cl)c2Cl)C1=O
→ -18	-10	3	0	-11	-1	-5	-15	-5	-15	4
21	CCOc1cccc(OCCn2cnc3ccccc3c2=O)c1
→ -5	-2	-29	-14	-20	-8	-61	-17	-24	-59	-5
22	Cc1cc(CNC[C@H]2O[C@@H](n3cnc(C(N)=O)n3)[C@H](O)[C@@H]2O)c(C)n1-c1cccnc1
→ 7	3	0	7	4	0	0	-1	-3	-12	10
23	Cc1ccc(-c2cnc(C3CC3)o2)cc1S(=O)(=O)Nc1ccccc1
→ 28	.	12	20	-18	7	12	-9	-4	15	6
24	CC(C)C[C@H](NC(=O)c1nc[nH]c1C(=O)N[C@@H](CC(C)C)C(=O)OCc1ccccc1)C(=O)OCc1ccccc1
→ -22	19	29	18	19	-14	0	21	-7	10	52*
25	N#C/C(=C/c1ccc(-c2ccccc2[N+](=O)[O-])o1)C(N)=O
→ 5	12	-10	23	-4	-33	-2	5	0	5	-4
26	O=C(NNC(=O)c1ccccc1-n1cccc1)c1ccc(Cl)nc1
→ 7	-10	-12	8	2	-14	1	24	4	5	-1
27	CCCCC(CC)C(=O)O (stereo unspecified)
→ 0	-14	2	12	-3	-10	-7	17	2	0	-20
28	CCn1cc(S(=O)(=O)NC2CCCCC2)cn1
→ -3	5	8	-4	4	19	-5	-8	-4	18	-3
29	Cc1ccccc1Nc1c(C)c(C)nc2ncnn12
→ -3	23	7	-14	-5	0	8	15	3	39	22
30	O=C(Nc1sc2c(c1C(=O)O)CCC2)c1ccccc1F
→ 22	-40	6	-21	0	11	-13	-33	9	3	3

For reference, 3 of the compounds above:
Every second line gives: TWEAK Fn14 block	COUP-TFII inh	SRC3 inh	CF NFkB inh	SRC1 inh	KKLEB cytotox	TROY signal inh	LRH-1 inv ag	LMP1 NFkB inh	Shn3 inh set2	TRAIL sens C8
16	CC(OC(=O)c1ccc2c(=O)n3c(nc2c1)CCC3)C(=O)Nc1ccc(C(N)=O)cc1 (stereo unspecified)
→ 4	13	-15	5	-12	5	-13	12	-2	-3	-19
17	O=S(=O)(Cc1ccccc1)N1CCN(C/C=C/c2ccccc2)CC1
→ -8	9	4	6	-19	8	5	19	3	43	-19
18	CC1CCC(NC(=O)CC(NC(N)=O)c2ccccc2Cl)CC1 (stereo unspecified)
→ 20	-35	-9	12	-6	3	-14	-22	-20	-17	3

Next section:
| no. | SMILES | TWEAK Fn14 block | COUP-TFII inh | SRC3 inh | CF NFkB inh | SRC1 inh | KKLEB cytotox | TROY signal inh | LRH-1 inv ag | LMP1 NFkB inh | Shn3 inh set2 | TRAIL sens C8 |
| --- | --- | --- | --- | --- | --- | --- | --- | --- | --- | --- | --- | --- |
| 31 | O=C(Cc1c(C(=O)O)[nH]c2ccccc12)NC1CCCC1 | 5 | -2 | -5 | 2 | 1 | 2 | -1 | 13 | -1 | 13 | 5 |
| 32 | Cc1csc(SCC(=O)NCc2ccc3c(c2)OCO3)n1 | -16 | 1 | 4 | -28 | -23 | -4 | 13 | -21 | -8 | 7 | 2 |
| 33 | CC(=O)NS(=O)(=O)c1ccc(NC(=S)NC(=O)COc2ccccc2C)cc1 | -23 | -17 | 0 | 3 | 1 | 7 | -13 | -17 | 5 | -1 | 3 |
| 34 | COc1ccccc1CNC(=O)C1CCN(c2ncnc3c2nc2n3CCCCC2)CC1 | 1 | 8 | -6 | 23 | 0 | 0 | 9 | -11 | 3 | 15 | 24 |
| 35 | CC(=O)Nc1sc2c(c1CN1CCN(C)CC1)CCCC2 | -2 | -1 | 19 | -7 | 7 | 3 | -9 | -5 | 6 | 7 | -7 |
| 36 | O=c1[nH]c(SCc2n[nH]c(=S)n2-c2ccccc2)nc2ccccc12 | -1 | 9 | 22 | 0 | -8 | 7 | -7 | -4 | 0 | -3 | 1 |
| 37 | CNC(=O)CS(=O)(=O)CC(=O)Nc1cc(OCCOC)c(Cl)cc1Cl | -8 | 3 | 9 | 6 | -24 | -8 | -3 | -1 | -7 | -11 | 16 |
| 38 | CC1(C)CC(=O)C(Sc2ccccc2)=C(O)C1 | -7 | 10 | 30 | 10 | 6 | 12 | 5 | 9 | -1 | 4 | 0 |
| 39 | COc1ccccc1CCNC(=O)CCn1c(=O)c2cccn2c2ccc(F)cc21 | -38 | -15 | -27 | -10 | 26 | -3 | -9 | 4 | -6 | 0 | -30 |
| 40 | Cc1nnc(NC(=O)CCCN2C(=O)c3ccccc3C2=O)s1 | -6 | 1 | 5 | -6 | 8 | 6 | 5 | 9 | -8 | -7 | -20 |
| 41 | CC(NC(=O)Cc1ccccc1)c1nc2ccccc2[nH]1 (stereo unspecified) | 3 | 6 | -8 | -12 | 10 | 12 | -8 | 16 | -15 | 3 | -6 |
| 42 | C[C@H]1COc2cccc(N3CCC[C@H]3CO)c2S(=O)(=O)N1 | 4 | 14 | . | . | . | . | 3 | 11 | . | . | -6 |
| 43 | O=C(CCl)NCc1c(Cl)cccc1-n1cccc1 | 26 | 0 | 23 | -7 | 4 | -8 | 17 | 42 | 5 | 9 | 15 |
| 44 | Cc1cc(C(=O)NCC(=O)OCC(=O)N(C)C2CCCCC2)ccc1[N+](=O)[O-] | -2 | -1 | 8 | 5 | 0 | -1 | 12 | 26 | -54 | 5 | -1 |
| 45 | Cc1ccc(C(=O)N2CCN(c3ccccc3)CC2)cc1S(=O)(=O)N1CCOCC1 | -12 | 2 | -3 | -2 | -18 | -14 | 24 | -8 | 1 | 26 | -10 |
| 46 | CCCc1c(C(=O)N/N=C(\C)CCc2ccccc2)nnn1-c1nonc1N | -1 | 2 | -14 | -2 | -7 | 3 | 14 | 5 | 3 | 8 | -6 |
| 47 | COc1ccccc1C(=O)Cc1ccccc1 | 1 | -23 | -17 | 16 | -8 | 3 | -2 | -29 | 0 | -45 | -3 |
| 48 | O=C(CN1C(=O)NC2(CCCCC2)C1=O)NC1CCCc2ccccc21 (stereo unspecified) | 9 | -4 | 13 | 4 | -1 | -6 | 10 | 1 | -4 | 3 | -11 |

Assay outcomes (PubChem)
